# RBBP9 inh: human RBBP9 hydrolase inhibition; O75884; recombinant RBBP9, FP-Rh probe fluorescence polarization; inhibition, % at 7.94 µM; 0.2% of 220,000 active;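 active means inhibition above the campaign mean of all tested compounds plus 3 SD, cut at about 14% in these data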;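 further: plate controls were DMSO wells with RBBP9 for no effect and wells lacking RBBP9 protein for full effect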
# Target sequence (O75884 whole entry, looked up): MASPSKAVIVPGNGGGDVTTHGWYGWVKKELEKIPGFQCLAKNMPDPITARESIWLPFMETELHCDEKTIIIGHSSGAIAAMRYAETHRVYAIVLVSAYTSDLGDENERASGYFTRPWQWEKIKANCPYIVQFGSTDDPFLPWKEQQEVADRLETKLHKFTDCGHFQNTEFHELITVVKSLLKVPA
#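 Measured by: FP readout at 525/598 nm; material: recombinant human RBBP9; also added: Serine-hydrolase probe FP-Rh, 375 nM pre-mixing; medium: Tris buffer pH 8.0, NaCl, Pluronic; replication: one well per compound; doses: one concentration, 7.94 µM nominal, 0.794% DMSO; timing: preincubation 30 min plus labeling 45 min at 25 °C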
# Tb hexokinase: blocks Trypanosoma brucei hexokinase 1 activity | recombinant TbHK1, G6PDH-coupled NADH A340 | inhibition, % at 10 µM | 0.11% of 220,000 active;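 active means inhibition of 50% or more in the single-dose primary screen; inactive means inhibition below 50%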
# Runt-CBFb FRET: inhibitors of human RUNX1 Runt domain binding to CBFb. Cerulean-Runt/Venus-CBFb FRET ratio 530/480, 1 h. 0.46% of 220,000 active. Q01196+Q13951. inhibition, % at 20 µM;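 active means inhibition over about 50% at 20 µM in the single-dose screen, limit read from the data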;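 further: 0% = DMSO wells and 100% = excess unlabeled CBFb competitor control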
#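 Reagent – Venus-CBFb binding partner, 100 nM · Assay system – Cerulean-tagged RUNX1 Runt domain (FRET donor) fusion protein · Input – 100 nM per protein · Incubation – two 1 h room-temperature incubations shielded from light · Measured by – FRET fluorescence · Medium – Tris buffer pH 7.5 with salts and BSA · Benchmarks – unlabeled CBFb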
# p97 ATPase inh: inhibitors of human p97 ATPase. 0.42% of 220,000 active. AID 1481. recombinant p97 ATPase, Kinase-Glo ATP luminescence, 3 h. inhibition, % at 8 µM; in the data active means inhibition above about 15%;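 further: 0% = DMSO vehicle and 100% = wells lacking enzyme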
# Furin inhibitor: blocks human furin protease activity. P09958. purified furin, fluorogenic substrate cleavage. inhibition, % at 30 µM. 0.061% of 220,000 active. AID 463115; in the data active means inhibition above about 25%; further: inactives centre near -15
# Target sequence (P09958 108-714 limits assumed): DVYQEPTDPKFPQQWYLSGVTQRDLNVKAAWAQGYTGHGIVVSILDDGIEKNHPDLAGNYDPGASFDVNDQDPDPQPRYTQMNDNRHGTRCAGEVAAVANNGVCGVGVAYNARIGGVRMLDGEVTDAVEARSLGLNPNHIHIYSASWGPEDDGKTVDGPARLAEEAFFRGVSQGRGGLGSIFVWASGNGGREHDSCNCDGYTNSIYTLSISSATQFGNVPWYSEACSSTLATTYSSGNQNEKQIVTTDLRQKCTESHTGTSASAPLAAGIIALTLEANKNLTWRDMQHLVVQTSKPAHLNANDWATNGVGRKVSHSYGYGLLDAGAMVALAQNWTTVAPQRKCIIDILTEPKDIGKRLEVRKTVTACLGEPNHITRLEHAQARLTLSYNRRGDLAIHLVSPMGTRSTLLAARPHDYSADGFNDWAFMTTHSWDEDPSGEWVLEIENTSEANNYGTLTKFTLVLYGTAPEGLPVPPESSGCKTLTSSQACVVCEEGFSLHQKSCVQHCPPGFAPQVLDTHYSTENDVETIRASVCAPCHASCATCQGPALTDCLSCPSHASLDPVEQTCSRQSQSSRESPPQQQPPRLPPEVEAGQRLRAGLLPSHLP
# m-calpain inh: blocks pig calpain II enzyme activity. purified calpain II, fluorogenic peptide substrate, 30 min. inhibition, % at 16 µM. 0.37% of 220,000 active. AID 1236;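 active means inhibition above about 50%, limit read from the data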
# EBV gp42 block: inhibitors of Epstein-Barr virus glycoprotein 42; Q1HVG2; Fluorescence polarization binding assay, mP read-out; inhibition, % (tested at 21.74 µM); 0.42% of 220,000 active; in the data active means inhibition above about 50%
# Target sequence (Q1HVG2 whole entry, looked up): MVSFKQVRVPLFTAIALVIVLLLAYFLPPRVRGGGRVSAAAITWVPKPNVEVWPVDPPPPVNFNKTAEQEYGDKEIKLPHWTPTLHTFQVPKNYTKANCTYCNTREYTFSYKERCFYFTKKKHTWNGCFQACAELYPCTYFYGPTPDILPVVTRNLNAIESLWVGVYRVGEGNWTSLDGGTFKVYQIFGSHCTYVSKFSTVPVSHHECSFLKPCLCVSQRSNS
# Runt-SMMHC FRET: Runt domain-CBFb-SMMHC interaction inhibition. Cerulean-Runt/Venus-CBFb-SMMHC FRET ratio 530/480, 1 h. inhibition, % at 20 µM. 0.74% of 220,000 active. AID 1434;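 active means mean inhibition across duplicate retests at 20 µM reaching about 50%, limit read from the data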;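 further: 0% = DMSO wells and 100% = wells with excess untagged CBFb-SMMHC; inhibitors lower the FRET ratio by blocking Runt binding to CBFb-SMMHC; some results filed as inactive read as strong as hits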
# NCF1 inh: p47phox (human) inhibition; P14598; p47phox/p22phox peptide binding, fluorescence polarization, 2 h; inhibition, % at 24.7 µM; 0.53% of 220,000 active; AID 1274;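 active means inhibition above about 30%, limit read from the data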;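 further: 0% = p47phox with labelled peptide and 100% = labelled peptide alone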
# Active calls of the source: *; i = inactive; x = no result given; [ ] = dose if it differs, or a comment. The order is random (roughly 2.7% active in at least one column).
SMILES,RBBP9 inh,Tb hexokinase,Runt-CBFb FRET,p97 ATPase inh,Furin inhibitor,m-calpain inh,EBV gp42 block,Runt-SMMHC FRET,NCF1 inh
O=C(Cc1c(F)cccc1Cl)NC1=NCCS1,-8,1,-1,5,-22,-14,-8,-1,-8
CCc1sc(C(=O)Nc2ccc(NC(C)=O)cc2)cc1C,-5,-13,-4,-2,-21,-38,5,-2,-4
Cc1c(-c2ccn[nH]2)cc(NC(=O)c2ccc(Cl)cc2)c(=O)n1N,-6,-10,-1,0,-6,-1,-5,-1,-9
CC(=O)Nc1ccc(NC(=O)COC(=O)Cc2cccs2)cc1,-2,-2,3,1,-14[20 µM],-10,-17,0,-4
O=C(N/C=C/c1ccco1)Nc1cccc(Cl)c1,-7,-14,0,6,-22,-24,-12,-5,-38
CC1=Nn2c(nnc2-c2ccc(F)cc2)SC1,-1,0,1,1,-11[20 µM],-11,-8,15,-10
COCCNC(=O)c1c(N)n(/N=C/c2ccc(F)cc2)c2nc3ccccc3nc12,-4,-48,-4,0,-11,-295,-1,25,-11
Cc1cc(=O)oc(C)c1C(=O)Nc1cccc2ccccc12,-7,-4,-1,-3,-13[20 µM],11,-1,0,-7
COc1ccc(-n2c(-c3ccc(Br)cc3)c[n+]3c2SC(C)C3)cc1 (centres undefined),-8,5,1,5,-27,18,-10,-1,2
Cn1c(SCC(=O)c2ccc3c(c2)OCO3)nnc1-c1ccccn1,-8,-8,2,2,-13[20 µM],15,-9,0,5
O=S(=O)(c1ccccc1)c1nc(-c2ccco2)oc1NCCCN1CCOCC1,4,-21,0,3,-30[20 µM],1,-20,-21,-27
CC(=O)Nc1ccc(NC(=O)CN(C)CC(=O)Nc2ccccc2Br)cc1,-7,-3,0,6,-33,-24,-6,-2,-9
Cn1c(SCC(=O)Nc2ccccc2F)nnc1-c1cccnc1,-10,-5,0,7,-15,-18,11,1,-10
Cc1onc(-c2ccccc2)c1C(=O)N/N=C/c1ccc([N+](=O)[O-])s1,-4,1,4,-3,-5,10,1,0,-3
S=C1CCC(c2ccc(Cl)cc2)=NN1c1ccccc1,-3,-10,4,4,-25,11,-9,3,-13
Cc1ccccc1-c1nc(CS(=O)CC(=O)NCCCN(C)c2ccccc2)c(C)o1 (centres undefined),-4,40,-5,-3,-6,5,15,-4,-37
Oc1ccc(N=Cc2ccc(O)c(O)c2)cc1,-3,-18,1,21*,-11,10,-13,-8,18
O=C(CCS(=O)(=O)c1ccccc1)NC12CC3CC(CC(C3)C1)C2,-9,-4,0,-3,-15[20 µM],-52,-6,2,-9
CC(=O)Nc1ccc(NC(=O)CSc2nnc(-c3ccccc3)n2Cc2ccc3c(c2)OCO3)cc1,1,-7,-1,7,-16[20 µM],14,-9,-3,-13
CCOC(=O)C1(CC)NC(c2ccco2)C2C(=O)N(C)C(=O)C21 (centres undefined),-9,6,-2,4,-13[20 µM],-6,-9,4,-14

# Single records (already shown). Order of screens: RBBP9 inh | Tb hexokinase | Runt-CBFb FRET | p97 ATPase inh | Furin inhibitor | m-calpain inh | EBV gp42 block | Runt-SMMHC FRET | NCF1 inh
# COCCNC(=O)c1c(N)n(/N=C/c2ccc(F)cc2)c2nc3ccccc3nc12 across the screens: -4 | -48 | -4 | 0 | -11 | -295 | -1 | 25 | -11
# CCc1sc(C(=O)Nc2ccc(NC(C)=O)cc2)cc1C across the screens: -5 | -13 | -4 | -2 | -21 | -38 | 5 | -2 | -4

# Part of the list above, showing only Runt-CBFb FRET, p97 ATPase inh and Tb hexokinase.
mol,Runt-CBFb FRET,p97 ATPase inh,Tb hexokinase
Cc1ccccc1-c1nc(CS(=O)CC(=O)NCCCN(C)c2ccccc2)c(C)o1 (centres undefined),-5,-3,40
Cc1cc(=O)oc(C)c1C(=O)Nc1cccc2ccccc12,-1,-3,-4
Cn1c(SCC(=O)c2ccc3c(c2)OCO3)nnc1-c1ccccn1,2,2,-8
CCc1sc(C(=O)Nc2ccc(NC(C)=O)cc2)cc1C,-4,-2,-13
O=C(N/C=C/c1ccco1)Nc1cccc(Cl)c1,0,6,-14
Cn1c(SCC(=O)Nc2ccccc2F)nnc1-c1cccnc1,0,7,-5

# Later entries
SMILES,RBBP9 inh,Tb hexokinase,Runt-CBFb FRET,p97 ATPase inh,Furin inhibitor,m-calpain inh,EBV gp42 block,Runt-SMMHC FRET,NCF1 inh
Cc1cc(C)cc(C(=O)NN2CCOCC2)c1,-3,35,-1,5,-11,0,9,1,-4
O=S(=O)(NC1CCCCC1)c1ccc(-c2csnn2)s1,-7,0,0,2,-18[20 µM],37,10,3,-7
N#CCCN1CCN(S(=O)(=O)c2ccc(S(=O)(=O)NCc3ccccc3)cc2)CC1,-3,0,-1,-5,-16,4,-13,2,-3
CCn1c(SC2CCOC2=O)nnc1-c1ccc(Cl)cc1 (centres undefined),-1,0,-1,10,-22,-9,-16,1,-3
Cc1c(C(=O)N/N=C/c2ccccc2)[nH]c2c([N+](=O)[O-])cccc12,-2,-19,-5,-4,-2,12,-9,-12,-4
Cc1c(Nc2ccc3nonc3c2[N+](=O)[O-])c(=O)n(-c2ccccc2)n1C,-11,-13,x,2,-7,-5,-8,-4,0
CC(C(=O)Nc1sc2c(c1C(=O)NCC1CCCO1)CCC2)N1C(=O)c2ccccc2C1=O (centres undefined),-8,-19,-4,4,-15,-17,-16,-3,-35
Cc1ccc(N2C(=O)CCC2(C(N)=O)c2ccccc2)cc1 (centres undefined),-9,3,1,-4,-17,4,9,4,3
COc1cc(OC)cc(C(=O)N[C@H](C(=O)Nc2ccc3c(c2)OCO3)C(C)C)c1,1,3,-1,6,-23,3,5,2,18
CCCCSCCCNC(=O)Nc1cccc(OC)c1,-4,4,-1,-5,-5[20 µM],11,-19,-4,-6
CCOC(=O)Cc1ncccc1C(=O)Nc1ccc(OC(F)(F)F)cc1,1,1,-11,3,-33,-4,-19,-16,-7
O=C(NC(=S)Nc1ccc(S(=O)(=O)Nc2nccs2)cc1)c1ccccc1,-5,5,3,-6,-1,19,7,1,-11
COc1cc(OC)c2c(-c3ccccc3)cc(=O)oc2c1C(CCN1CCCC(C)C1)c1ccc(N(C)C)cc1 (centres undefined),x,-6,3,x,-16,-25,-19,0,22
O=C1c2cccc3c([N+](=O)[O-])ccc(c23)C(=O)N1c1nccs1,-1,-14,-1,10,-11[20 µM],i,18,-14,3
CCCCOC(=O)c1ccc(NC(=O)c2cnccn2)cc1,3,-10,-1,-2,-20[20 µM],12,-9,0,-6
Nc1ncc2c(n1)-c1cc(Cl)ccc1SC2,0,-18,1,4,-25,-66,-5,-3,-11
CCOc1cc(N2CCOCC2)c(OCC)cc1NC(=O)Cc1cccc(OC)c1,-5,-1,-1,-5,-7[20 µM],6,-24,0,-5
CC(C)CCNC(=O)CCCc1ccccc1,-8,11,0,-8,9,13,2,0,1
O=C(NCc1ccccc1)c1cccc(COc2ccccc2Cl)c1,-8,4,-1,1,-5[20 µM],17,-24,5,-3
Cc1ccccc1NC(=O)N1CCN(c2ncccn2)CC1,-5,4,0,-3,-2,28,-13,1,8
O=C(CCCOc1ccccc1)Nc1ccc2c(c1)OCCO2,-6,1,-1,4,-14,-12,-12,0,-20
CCN1/C(=C2\OC(=S)N(C)C2=O)C=Cc2ccccc21,-5,-17,-8,0,0,-9,4,-21,-84
Cc1cccc(N2C(=O)C3C4CC(C(Br)C4Br)C3C2=O)n1 (centres undefined),-5,-2,-1,2,-12[20 µM],-22,9,6,-5
COc1ccc(CNC(=O)CCSCc2ccccc2C)cc1,-6,1,0,-3,-12,-8,7,-5,-4
COc1ccc(NC(=O)C2CC2)cc1NS(=O)(=O)c1ccc(F)cc1,-6,-5,-1,2,-17[20 µM],-13,-3,0,-7
Cc1nc(C)c(C(=O)C2=C(O)C(=O)N(CCN3CCOCC3)C2c2cccnc2)s1 (centres undefined),-6,-19,0,2,-15[20 µM],20,-22,-7,-4
O=C(NC12CC3CC(CC(C3)C1)C2)c1ccc(N2CCNCC2)c([N+](=O)[O-])c1,-12,6,-2,-3,-17,2,-7,0,-6
Cc1ccc(-c2ccc(=O)n(CC(=O)N3CCN(c4cccc(C)c4)C(C)C3)n2)cc1 (centres undefined),-11,-3,-6,-10,-20,-25,2,-2,-5
Cc1ccc2c(c1)CCCN2C(=O)c1ccoc1C,-11,0,0,-2,-15,-9,-6,0,-10
CCCN(CCC)S(=O)(=O)c1ccc(N2CCCC2=O)c([N+](=O)[O-])c1,-4,-8,-1,1,-17,-15,9,7,-8
COCCSc1nnc(NC(=O)C2CCCCC2)s1,4,2,0,1,-11,12,2,1,-17
NS(=O)(=O)c1ccc(NC(=O)CN2CCN(S(=O)(=O)/C=C/c3ccccc3)CC2)cc1,-5,7,0,2,-20,-25,5,1,-21
NC(N)=NCC(O)CN(c1ccccc1)c1ccccc1 (centres undefined),-4,-6,-1,-6,-8,13,-3,3,2
COc1ccc(OC)c(C(=O)c2ccc(Cl)cc2)c1,-1,-13,0,1,5,-7,-2,3,-2
CC(C)c1nc(N2CCOCC2)c(C#N)c2c1COC(C)(C)C2,3,-13,-2,-1,-44,-241,3,-2,-8
COc1cccc(CC2(CO)CCCN(Cc3ccc4c(c3)OCCO4)C2)c1 (centres undefined),-10,7,-1,1,-21,-1,-8,5,-2
CCN1CCN(c2nc3ccccn3c(=O)c2/C=C(\C#N)S(=O)(=O)c2ccccc2)CC1,-8,-28,15,1,-6,-35,7,12,-35
O=C1Nc2ccccc2C1(c1ccccc1)c1ccccc1,-5,5,-1,-2,-19[20 µM],37,-5,3,-31
O=C(c1ccco1)N1CCCN(Cc2nc(-c3cccs3)no2)CC1,2,-3,5,4,-27,-44,-4,-7,-1
Cc1c(NC(=O)C2CCN(S(=O)(=O)c3ccccc3)CC2)c(=O)n(-c2ccccc2)n1C,-13,2,-2,-1,-20,-8,-3,-2,-1
O=C(c1cc(-c2cccc(O)c2)on1)N1CCOCC1,-7,20,2,2,-32,-7,0,0,-2
NC(=O)c1ccc(C(=O)c2ccc([N+](=O)[O-])cc2)cc1,-3,-7,-1,3,-17,-22,-1,1,0
O=C(NCCN1CCCC1)c1ccc(Cn2c(=S)[nH]c3cc4c(cc3c2=O)OCO4)cc1,-8,-16,0,7,-9,34,4,6,-5
O=C(CSc1nnc(-c2cccnc2)n1-c1ccc(F)cc1)NCc1ccc2c(c1)OCO2,7,2,1,0,-5[20 µM],-9,-8,0,-11
COc1ccc(N(CC(=O)NC2CCCCC2)C(=O)CNC(=O)c2ccco2)cc1,-6,2,0,1,-14,17,-1,1,3
O=C(CNCc1ccccc1Cl)Nc1ccc2c(c1)OCCO2,-3,-6,0,6,-14,7,-7,0,3
FC(F)(F)c1cc(-c2cccs2)nc(N2CCOCC2)n1,5,-7,-1,-1,-14[20 µM],3,-1,1,-3
CCCCNC(=O)c1nn2cc(Br)cnc2c1Br,-5,7,0,-9,1,-29,10,-2,4
CCNC(=S)SCCOc1ccccc1C,0,37,0,9,-8,2,-13,3,-19
COc1ccc(-c2noc(CSc3nc(N)cc(=O)[nH]3)n2)cc1,-5,-1,3,5,-25,-2,-10,-3,-22
COc1ccc2nc(SCC(=O)Nc3ccc4c(c3)OCCO4)[nH]c2c1,-8,-11,0,0,-12,-5,-13,-4,-20

# Screens: PubChem BioAssay, several laboratories
